Bim-Bcl-XL – disrupts Bim peptide binding to human Bcl-XL | 190,000 tested, 0.04% active | inhibition, % at 10 µM | bead flow cytometry, fluorescence
Target sequence (Q07817 whole entry, looked up): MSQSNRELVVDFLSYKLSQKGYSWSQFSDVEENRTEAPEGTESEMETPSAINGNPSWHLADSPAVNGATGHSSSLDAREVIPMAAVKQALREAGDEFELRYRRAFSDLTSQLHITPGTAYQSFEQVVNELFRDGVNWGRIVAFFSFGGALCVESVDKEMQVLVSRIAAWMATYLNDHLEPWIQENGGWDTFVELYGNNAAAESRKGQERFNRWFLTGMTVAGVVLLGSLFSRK
Bim-Bfl-1 – disrupts Bim binding to human Bfl-1; Q16548; Bead-based flow cytometry, Bim-Bfl-1 binding inhibition; inhibition, % at 10 µM; 190,000 tested, 0.12% active; AID 1008;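 further: 0% = wells without compound plus tracer and 100% = blocker peptide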
Cdc42 wt GTP – modulators (inhibitors or activators) of GTP binding to human Cdc42 wildtype. P60953. GST-Cdc42 beads, Bodipy-GTP binding, flow cytometry; actives lie on both sides. percent activity (GTP binding), % at 10 µM. 190,000 tested, 0.2% active. AID 761;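 active means percent activity GTP binding at least 20 points away from the 100% baseline, either down as inhibitor or up as activator; inconclusive means compound flagged as likely green fluorescent from well-wide comparison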;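 further: median bead fluorescence of bound Bodipy-FL-GTP at 100 nM; 0% = excess unlabeled GTP control and 100% = no compound control; below 100% means less GTP binding so inhibitor and above means activator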
Target sequence (P60953 whole entry, looked up): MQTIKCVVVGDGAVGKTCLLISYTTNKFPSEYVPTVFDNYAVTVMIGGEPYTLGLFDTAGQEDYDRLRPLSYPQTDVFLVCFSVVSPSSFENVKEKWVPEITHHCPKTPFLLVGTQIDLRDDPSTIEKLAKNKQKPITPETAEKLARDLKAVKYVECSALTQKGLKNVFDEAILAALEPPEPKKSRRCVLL
Bcl-B Bim block – disrupts Bim peptide binding to human Bcl-B. Q9HD36. bead-based flow cytometry. inhibition, % at 10 µM. 190,000 tested, 0.073% active;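 further: 0% = tracer peptide without compound and 100% = reference inhibitor peptide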
Target sequence (Q9HD36 whole entry, looked up): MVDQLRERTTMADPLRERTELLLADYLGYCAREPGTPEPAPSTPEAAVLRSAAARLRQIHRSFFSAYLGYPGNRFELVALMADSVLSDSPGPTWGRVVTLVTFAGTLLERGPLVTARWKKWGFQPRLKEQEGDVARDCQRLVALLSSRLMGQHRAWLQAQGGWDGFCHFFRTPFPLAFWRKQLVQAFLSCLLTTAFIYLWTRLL
Bcl-W Bim block – human Bim-Bcl-W interaction inhibition | bead-based flow cytometry, Bim peptide-Bcl-W binding | inhibition, % at 10 µM | 190,000 tested, 0.02% active | AID 952;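 further: 0% = bound tracer without compound and 100% = peptide blocker; higher means less fluorescent Bim peptide bound to Bcl-W beads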
Bcl-2 Bim block – inhibitors of Bim-Bcl-2 interaction, human; Bead-based flow cytometry, Bim peptide-Bcl-2 binding; inhibition, % at 10 µM; 190,000 tested, 0.06% active; AID 950; in the data active means inhibition above about 40%; inconclusive means no clear call, values can overlap the other calls;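 further: 0% = no compound wells with probe peptide and 100% = reference peptide inhibitor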
Rab2A wt mod – changes GTP binding to wildtype dog Rab2A, up or down; AID 760; GTP binding activity, % at 10 µM; P61105; 190,000 tested, 0.19% active; GST-Rab2 wt beads, Bodipy-GTP binding, flow cytometry;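 active means GTP binding activity at least 20 points away from 100%, either lowered or raised; inconclusive means signal likely due to the compound's own green fluorescence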;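 further: 0% = beads with excess unlabeled GTP and 100% = no-compound control corrected for plate trend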
Rab7 wt GTP bind – modulators of GTP binding to dog Rab7 wildtype GTPase; GST-Rab7 beads, fluorescent GTP binding, flow cytometry; actives lie on both sides; untreated = 100%, excess cold GTP = 0%; AID 758; 190,000 tested, 0.055% active; GTP binding activity (percent of control), % at 10 µM;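 active means fluorescent GTP binding to Rab7 beads changed by at least 20 points from the 100% baseline, either direction, mostly lower; inconclusive means compound itself probably fluorescent, or too few beads counted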;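 further: median green fluorescence of bound Bodipy-FL-GTP per Rab7 bead population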
HRas wt GTP – changes GTP binding to wildtype human HRas. P01112. GST-Ras wt beads, Bodipy-FL-GTP binding, flow cytometry; actives lie on both sides. GTP binding activity, % at 10 µM. 190,000 tested, 0.14% active. AID 759;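 active means GTP binding activity at least 20% away from the 100% baseline, either lowered as inhibitor or raised as activator; inconclusive means flagged as likely green fluorescent, judged across all proteins in the well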;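 further: 0% = unlabeled GTP competition control and 100% = no-compound control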
Target sequence (P01112 whole entry, looked up): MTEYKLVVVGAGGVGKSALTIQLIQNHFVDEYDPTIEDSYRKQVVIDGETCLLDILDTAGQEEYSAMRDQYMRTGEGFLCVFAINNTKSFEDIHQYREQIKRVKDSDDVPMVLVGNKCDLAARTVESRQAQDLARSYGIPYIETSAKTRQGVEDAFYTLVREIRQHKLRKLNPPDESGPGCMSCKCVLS
Rac1 act GTP bind – modulators of GTP binding to human Rac1 activated mutant | P63000 | GST-Rac1 activated beads, fluorescent GTP binding, flow cytometry; actives lie on both sides; 100% means binding = to untreated wells | percent activity (GTP binding), % at 10 µM | 190,000 tested, 0.11% active;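 active means GTP binding at least 20 percentage points away from the 100% baseline, in either direction, so actives lie on both sides; inconclusive means Compound likely fluorescent itself, or too few beads counted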
Rac1 wt GTP bind – alters GTP binding to wildtype human Rac1; P63000; 190,000 tested, 0.27% active; GTP binding activity (% of control), % at 10 µM; GST-Rac1 beads, fluorescent GTP binding, flow cytometry; actives lie on both sides; 0 = cold GTP competed, 100 = untreated;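 active means GTP binding activity at least 20 points away from the 100% control level, either lower or higher; inconclusive means compound flagged as likely green fluorescent, judged across all proteins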
Starred values were filed as active, the others as inactive; ? = inconclusive; . = no result given. Unless noted, no stated cut-off is given here; in the data, active means inhibition above about 40%.

item	compound	Bim-Bcl-XL	Bim-Bfl-1	Cdc42 wt GTP	Bcl-B Bim block	Bcl-W Bim block	Bcl-2 Bim block	Rab2A wt mod	Rab7 wt GTP bind	HRas wt GTP	Rac1 act GTP bind	Rac1 wt GTP bind
1	BrC(=C\c1ccccc1)/C=N/Nc1nc2ccccc2[nH]1	0	3	93	-5	0	19	94	95	97	96	99
2	SC(COCc1ccccc1)CN1CCN(Cc2ccc3c(c2)OCO3)CC1 (stereo not given)	-7	-8	101	-6	-2	-6	100	101	99	101	105
3	CC(C)Oc1ccccc1C1CC(=O)Nc2cc3c(cc21)OCO3 (stereo not given)	1	1	100	0	0	-1	99	103	100	98	99
4	CC12C(=O)N(c3nccs3)C(=O)C1C1C=CC2C1 (stereo not given)	-9	-14	102	-9	-1	-9	101	101	102	100	102
5	CC(=Nc1ccc(C)cc1C)c1sc2ccccc2c1O	-2	-7	96	-3	-2	-6	95	96	94	93	96
6	CC(C)(C)n1ncc2c(=O)n(CC(=O)NCc3ccc(F)cc3)cnc21	-9	-19	104	-11	-7	-13	103	100	99	97	104
7	Cc1cc(C(=O)OCC(=O)Nc2ccccc2)c(C)o1	0	-3	92	-3	-2	0	99	103	96	93	96
8	CC1(C)C(=O)OC(c2cccn2-c2ccc([N+](=O)[O-])cc2)C2(CCCCC2)C1=O (stereo not given)	-6	-1	102	-7	-4	-2	99	101	102	101	105
9	COCCN(CCOC)C(=S)Nc1ccccc1	-3	1	95	-3	0	-2	95	97	93	94	95
10	CN(C(=S)NCCN1CCOCC1)C(c1ccccc1)c1ccccc1	-2	-5	97	-10	-1	-6	96	98	98	98	102
11	Cc1ccc2cc(CN(C(=O)c3cccnc3)C(C)C)c(=O)[nH]c2c1	-4	-15	100	-8	-1	-8	98	102	100	99	101
12	CC1(C)Cc2c(ccc3ccccc23)C(c2cc3ccccc3oc2=O)=N1	-1	0	92	-1	0	-1	91	89	92	91	92
13	NC(=O)C[n+]1cccc2ccccc21	2	-6	97	-4	4	-5	97	98	98	99	100
14	COc1ccc(C(C)=O)cc1COC(=O)c1ccc2c(c1)OCO2	0	0	98	0	0	-3	98	99	97	98	100
15	O=C(COC(=O)c1ccc(Br)o1)Nc1nc2ccccc2s1	.	.	97	.	.	?	98	101	100	97	101
16	N#Cc1ccccc1COC(=O)c1cccnc1N	-1	-2	98	-3	-4	-4	97	100	97	97	99
17	C[C@@H]1CC[C@H]2C(=O)N3[C@@H](CC[C@@H](C)[C@@H]3c3ccc(Br)cc3)C(=O)N2[C@H]1c1ccc(Br)cc1	-1	-3	97	-3	1	-2	99	104	100	100	102
18	CCOCCCNC(=O)/C=C1\Sc2ccccc2N(Cc2ccccc2F)C1=O	-1	-3	95	-4	0	-3	99	104	97	93	101
19	COc1ccc(-n2c(=O)c3ccccc3n(CC(=O)NC3CCCCC3)c2=O)cc1	-1	0	106	-3	-2	-4	105	102	103	101	104
20	O=C(NC1CC2CCCC(C1)N2CC(=O)N1CCCc2ccccc21)C1CCCCC1 (stereo not given)	-4	-15	105	-7	0	-11	103	104	102	101	107
21	O=C(Nc1ccc2c(c1)OCO2)C1CC(c2ccc(Cl)cc2)=NO1 (stereo not given)	-7	-17	99	-7	-1	-12	99	101	102	98	106
22	O=C(c1ccc([N+](=O)[O-])s1)N1CCc2ccccc2C1	1	0	105	-6	-4	-3	104	108	102	95	102
23	Cc1cccc(OCc2nnc(SCC(=O)Nc3cc(C)on3)n2C)c1	0	-1	91	-2	-1	0	93	96	95	94	90
24	CCOC(=O)c1ccc(N2CN(CCc3ccccc3)CNC2=S)cc1	-5	0	101	-1	-2	0	100	104	104	103	107
25	O=C(CN1CCCN(Cc2ccc(F)cc2Cl)C1=O)NCc1ccccc1	-3	-1	105	-4	-2	-3	101	100	102	100	102

An excerpt from above in order of their number in Cdc42 wt GTP, smallest number first.
| no. | compound | Cdc42 wt GTP |
| --- | --- | --- |
| 23 | Cc1cccc(OCc2nnc(SCC(=O)Nc3cc(C)on3)n2C)c1 | 91 |
| 9 | COCCN(CCOC)C(=S)Nc1ccccc1 | 95 |
| 5 | CC(=Nc1ccc(C)cc1C)c1sc2ccccc2c1O | 96 |
| 13 | NC(=O)C[n+]1cccc2ccccc21 | 97 |
| 16 | N#Cc1ccccc1COC(=O)c1cccnc1N | 98 |
| 21 | O=C(Nc1ccc2c(c1)OCO2)C1CC(c2ccc(Cl)cc2)=NO1 (stereo not given) | 99 |
| 20 | O=C(NC1CC2CCCC(C1)N2CC(=O)N1CCCc2ccccc21)C1CCCCC1 (stereo not given) | 105 |

Returning to the listing, starting 2 compounds before the break.
item	compound	Bim-Bcl-XL	Bim-Bfl-1	Cdc42 wt GTP	Bcl-B Bim block	Bcl-W Bim block	Bcl-2 Bim block	Rab2A wt mod	Rab7 wt GTP bind	HRas wt GTP	Rac1 act GTP bind	Rac1 wt GTP bind
24	CCOC(=O)c1ccc(N2CN(CCc3ccccc3)CNC2=S)cc1	-5	0	101	-1	-2	0	100	104	104	103	107
25	O=C(CN1CCCN(Cc2ccc(F)cc2Cl)C1=O)NCc1ccccc1	-3	-1	105	-4	-2	-3	101	100	102	100	102
26	Cc1cc(NC(=O)/C=C/c2ccccc2)c(C(C)C)cc1O	-6	-3	96	-4	-4	-4	95	103	96	96	96
27	CCOC(=O)c1ccc(NC(=O)CCC(=O)OC)cc1	-2	-10	100	-6	0	-8	100	100	101	103	104
28	Cc1cccc2nc3ccccc3nc12	2	-2	92	-8	1	0	90	92	93	89	94
29	Cn1c(N)c(C(=O)COC(=O)c2cc(-c3ccco3)nc3ccccc23)c(=O)n(C)c1=O	8	35	?	1	17	15	?	?	?	?	?
30	O=c1cc(CO)oc(C(Nc2ccccn2)c2ccc(F)cc2)c1O (stereo not given)	-5	-13	104	-3	-1	-4	101	104	103	101	112
31	O=C(CCSc1nc2ccccc2s1)N/N=C/c1c(O)ccc2ccccc12	-3	-14	98	-4	0	-4	93	97	96	96	99
32	CC(C)CN(C(=O)CN1CCN(S(=O)(=O)c2ccccc2)CC1)c1c(N)n(CC(C)C)c(=O)[nH]c1=O	-3	-2	101	-2	-4	-4	100	98	101	99	103
33	O=S(=O)(c1ccc(NC(=S)Nc2ccccc2)cc1)N1CCOCC1	-6	-2	99	-7	-4	-2	101	103	100	99	105
34	CCOC(=O)c1cc(-c2ccccc2)n(CCC(=O)N2CCN(c3ccccn3)CC2)c1C	-4	-4	100	-2	-2	0	100	103	101	102	102
35	Cc1nn(Cc2ccc(Cl)cc2)c(C)c1NC(=O)c1c(-c2ccccc2)noc1C	0	3	103	-1	1	2	99	100	103	99	109
36	CN(C)CCN(C(=O)c1cc(Cl)sc1Cl)c1nc2ccc(F)cc2s1	-10	-15	103	-5	-4	-12	102	103	103	100	106
37	CCCCC(CC)c1nnc(NC(=O)c2cccs2)s1 (stereo not given)	0	-3	96	-1	0	-1	97	101	97	95	98
38	Cc1ccc(C(=O)Nc2cc(=O)n(C)c(=O)n2C)o1	-3	5	98	-2	-3	0	100	101	101	100	103
39	CSc1nsc(SCC(=O)N2CCN(c3ccccc3)CC2)n1	-5	-10	94	-8	-2	-8	94	97	95	87	93
40	Cc1cccc(OCc2nc3ccccc3c(=O)n2N)c1	-2	-8	101	-2	2	-8	100	98	100	96	106
41	O=C(c1ccncc1)N1c2ccccc2Sc2ccccc21	-3	-8	97	-7	-4	-4	97	95	97	94	98
42	CCOC(=O)C1(CCOc2ccccc2)CCN(Cc2ccc(COC)o2)CC1	-3	-7	97	-4	-5	-2	100	102	98	96	98
43	CCN(CC)S(=O)(=O)c1ccc(NC(=O)COC(=O)c2cc(S(=O)(=O)Nc3ccc(OC)cc3)ccc2O)cc1	-5	-4	94	-4	-1	-4	95	99	94	93	96
44	Cc1ccc(S(=O)(=O)N2CCOCC2)cc1C(=O)O	3	-8	100	-5	0	-3	99	98	99	101	100
45	N#CCCN1CCN(C2=NC(=O)/C(=C\c3cccs3)S2)CC1	.	.	101	.	.	?	98	95	96	95	99
46	Cc1cc([N+](=O)[O-])nn1CC(=O)c1ccccc1	-2	-9	96	-2	-1	-2	97	99	97	96	95
47	CC1=C(C(=O)Nc2ccccc2C)C(c2ccc(C)o2)NC(=S)N1 (stereo not given)	-15	-8	101	-25	-6	-10	101	101	101	100	105
48	CC1CCCCN1C(=O)c1ccc(NC(=O)c2ccccc2Cl)cc1 (stereo not given)	-1	-6	93	-2	-1	-5	97	98	96	94	97
49	CC(C)(C)n1cc(S(=O)(=O)c2ccccc2)[nH]c1=O	-1	-7	101	-2	0	-3	102	107	101	98	100
50	CCOC(=O)c1c(C)[nH]c(C(=O)OCC(=O)Nc2cc(Cl)ccc2OC)c1C	0	-2	103	0	0	-1	101	101	102	100	103
51	COc1cccc(C2C(C(=O)OCc3ccccc3)=C(C)Nc3ncnn32)c1OC (stereo not given)	-5	-9	101	-6	1	-5	99	98	100	99	102
52	Cc1ccccc1NC(=O)CCN1C(=O)CSC1=O	-3	-1	104	-3	-1	-1	102	99	101	98	111
53	COc1ccc(NC(=O)CN(c2ccc([N+](=O)[O-])cc2)S(=O)(=O)c2ccccc2)cc1	-1	0	98	-2	0	-5	98	97	97	98	101
54	Cc1cccc(N2CCC(N3CCN(C4CCCCC4)C(CCO)C3)CC2)c1C (stereo not given)	-4	-5	95	-6	-1	-3	96	100	97	96	98

Screening data as filed in PubChem.
